CHRM5 agonist: CHRM5 agonism in calcium assay | P08912 | CHO-K1 hM5 cells, Fluo-8 calcium fluorescence; 0% DMSO wells, 100% maximal acetylcholine response | activation, % at 3 µM | 0.19% of 360,000 active | AID 624037;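 active = activation above the run's mean over test compounds plus 3 SD, cut at about 23% in these data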;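 also: signal is peak over basal fluorescence ratio across the kinetic read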
Target sequence (P08912 whole entry, looked up): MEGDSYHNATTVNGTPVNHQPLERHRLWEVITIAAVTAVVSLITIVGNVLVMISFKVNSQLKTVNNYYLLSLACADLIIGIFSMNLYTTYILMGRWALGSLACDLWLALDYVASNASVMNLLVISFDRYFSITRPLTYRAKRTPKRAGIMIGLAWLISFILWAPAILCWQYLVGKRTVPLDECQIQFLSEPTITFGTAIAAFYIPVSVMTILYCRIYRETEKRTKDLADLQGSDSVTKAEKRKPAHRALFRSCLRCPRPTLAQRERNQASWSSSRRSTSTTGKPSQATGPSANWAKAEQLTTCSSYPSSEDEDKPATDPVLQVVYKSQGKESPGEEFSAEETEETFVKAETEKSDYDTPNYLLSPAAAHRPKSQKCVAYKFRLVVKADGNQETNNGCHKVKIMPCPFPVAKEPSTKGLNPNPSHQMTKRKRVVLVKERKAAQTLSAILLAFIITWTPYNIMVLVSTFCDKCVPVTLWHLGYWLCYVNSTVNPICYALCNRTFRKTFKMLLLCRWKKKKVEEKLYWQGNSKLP
M1 PAM: positive allosteric modulators of human M1 muscarinic receptor | P11229 | CHO-K1 hM1, Fluo-8 calcium fluorescence, ACh EC20; 0% = ACh EC20, 100% = maximal ACh | activation, % at 3 µM | 0.088% of 360,000 active; in the data active = activation above about 19%, passing the limit was not always enough
TAAR1 agonist: agonists of human TAAR1 | activation, % at 3 µM | CHO RD-HGA16 TAAR1, Fluo-8 calcium fluorescence; vehicle wells 0%, saturating PEA agonist 100% | Q96RJ0 | 0.99% of 360,000 active;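 active = activation above the mean activation of all test compounds in the run plus 3 SD, cut at about 38% in these data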
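test system = CHO RD-HGA16 cells carrying human TAAR1 plus Gα16 | schedule = 17-24 h seeding, 75 min 37 °C dye, 30 min RT | compound dosing = 3 µM single concentration | control set = DMSO and PEA EC100 | replicates = n 1 | signal = Fluo-8 fluorescence, 5 s baseline then 140 s kinetic read | measure = percent activation vs PEA EC100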
CHRM4 agonist: agonists of human muscarinic M4 receptor (CHRM4) | activation, % at 3 µM | AID 624127 | 0.14% of 360,000 active | CHO-K1 hM4/Gqi5, Fluo-8 calcium fluorescence; vehicle 0%, full acetylcholine response 100%;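 active = activation above the run mean over all test wells plus 3 SD, cut at about 32% in these data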;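 also: peak over basal fluorescence ratio per well then scaled between controls; 0% = DMSO wells and 100% = acetylcholine at EC100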
Target sequence (P08173 whole entry, looked up): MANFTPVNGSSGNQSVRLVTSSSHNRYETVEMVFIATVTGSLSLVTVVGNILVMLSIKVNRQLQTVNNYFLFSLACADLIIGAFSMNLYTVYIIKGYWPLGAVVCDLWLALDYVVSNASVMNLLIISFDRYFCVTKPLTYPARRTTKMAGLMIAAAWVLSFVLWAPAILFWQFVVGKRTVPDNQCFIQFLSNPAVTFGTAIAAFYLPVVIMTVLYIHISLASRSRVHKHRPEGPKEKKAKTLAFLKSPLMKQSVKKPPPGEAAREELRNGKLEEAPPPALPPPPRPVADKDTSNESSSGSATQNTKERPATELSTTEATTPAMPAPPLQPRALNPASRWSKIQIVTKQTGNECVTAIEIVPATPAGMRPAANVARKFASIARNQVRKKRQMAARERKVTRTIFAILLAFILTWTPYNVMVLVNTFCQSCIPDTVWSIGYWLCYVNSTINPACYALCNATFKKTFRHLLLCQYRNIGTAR
M1 ag: human M1 muscarinic receptor agonism; 0.33% of 360,000 active; P11229; AID 588814; CHO-K1 hM1, Fluo-8 calcium fluorescence, agonist mode; 0% DMSO, 100% acetylcholine EC100; activation, % at 3 µM;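 active = activation above the run's mean compound activation plus 3 SD, cut at about 16% in these data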;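 also: peak over basal fluorescence ratio within a 140 s kinetic read after compound addition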
M4 antag: blocks acetylcholine activation of human M4 receptor | P08173 | CHO-hM4 cells, ACh EC80, Fluo-8 calcium fluorescence | inhibition, % at 3 µM | 0.73% of 360,000 active | AID 624125;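 active = inhibition above its plate's cutoff, the mean inhibition of sample wells plus 3 SD, cut at about 27% in these data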;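 also: 0% = acetylcholine EC80 with DMSO and 100% = DMSO without agonist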
CHRM5 antagonist: blocks acetylcholine activation of human M5 receptor. P08912. inhibition, % at 3 µM. CHO-hM5 cells, Fluo-8 calcium fluorescence, ACh EC80. 0.59% of 360,000 active;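 active = inhibition above a per-plate cutoff, the mean of that plate's test compounds plus 3 SD, cut at about 27% in these data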;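 also: 0% = acetylcholine EC80 with DMSO and 100% = DMSO without agonist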
M5 PAM: potentiates acetylcholine response at human M5 receptor; CHO-K1 hM5, Fluo-8 calcium, ACh EC20 PAM; 0% = ACh EC20, 100% = ACh EC100; activation, % at 3 µM; AID 624038; 0.3% of 360,000 active; P08912;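 active = activation above the run cutoff, the mean activation of all test compounds plus 3 SD, cut at about 18% in these data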
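System – CHO-K1 hM5 cells · Compound – 3 µM, single dose · Incubation – compound preincubation 140 s before EC20 acetylcholine addition · Technique – Fluo-8 calcium fluorescence · Measure – Max/basal fluorescence ratio as % of EC20–EC100 ACh window · Benchmarks – low control EC20 acetylcholine (0%), high control EC100 acetylcholine (100%) · Replication – singlicate, one well per test compound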
M1 antag: human CHRM1 antagonism; AID 588852; P11229; CHO-K1 hM1, Fluo-8 calcium fluorescence, ACh EC80 antagonist; 1.3% of 360,000 active; inhibition, % at 3 µM;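 active = percent inhibition above its own plate's cutoff, namely the mean of that plate's compound wells plus 3 SD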;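 also: peak over basal fluorescence ratio during 140 s after agonist addition; 0% = ACh EC80 plus DMSO and 100% = DMSO alone without agonist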
* = called active by the depositor; nt = not tested or not shown.

structure	CHRM5 agonist	M1 PAM	TAAR1 agonist	CHRM4 agonist	M1 ag	M4 antag	CHRM5 antagonist	M5 PAM	M1 antag
CC(=O)NCCCNC(=S)NCCCN(Cc1ccc(Cl)cc1)c1ccc(Br)cn1	1.5	-1.2	10.1	10.4	-7.0	1.3	-4.0	1.1	-2.0
Cc1cc(C)n(CC(=O)N2CCCC(C(=O)c3cccc(OC(C)C)c3)C2)n1 (stereo unspecified)	-0.6	-3.9	4.4	2.6	-11.5	0.4	4.6	-5.3	3.4
CCOC(=O)[C@H]1[C@H]2COc3ccccc3[C@@H]2N2C(=O)c3cc(Br)ccc3NC(=O)[C@@]12C	-10.1	-13.3	30.9	4.1	-9.1	-8.8	1.2	-20.5	11.3
CCOc1cc(NC(=S)NCC2CCCO2)c(OCC)cc1NC(=O)c1cccc(F)c1 (stereo unspecified)	-4.0	2.7	2.0	1.8	-5.3	-10.5	3.2	1.6	-3.5
CC1CCCC(NC(=O)COC(=O)COc2ccc(Br)cc2)C1C (stereo unspecified)	2.5	-2.1	27.6	-0.2	-2.6	4.2	3.8	-5.7	-0.5
O=C(NC1CCCC1)c1ccc(CS(=O)(=O)c2ccc(Cl)cc2)o1	-1.9	-4.1	4.6	2.2	-3.7	2.5	3.2	-2.3	-1.6
CC(=O)N(C)c1ccc(NC(=O)CCN2C(=O)c3ccccc3C2=O)cc1	2.6	10.5	0.9	1.1	-3.7	2.0	2.2	-1.8	-6.4
Cc1ccc(CNC(=O)c2cccc3c2C(=O)c2ccc(N4CCC(C)CC4)cc2S3(=O)=O)cc1	4.9	-9.6	19.9	9.0	-3.3	6.5	13.7	-2.8	11.0
C[C@]12CCC3c4ccc(O)cc4CCC3C1CC/C2=N\N (stereo partly specified)	-0.8	5.2	7.5	4.7	-2.1	-7.6	11.6	0.8	-13.2
COc1cccc(/C=C/C(=O)N2CCN(c3ccccn3)CC2)c1	-4.5	2.7	0.5	5.1	-6.1	-7.5	17.4	-4.5	-0.8
CCOC(=O)C1=C(COC(=O)CNC(=O)c2ccc(C(C)(C)C)cc2)NC(=O)NC1C (stereo unspecified)	2.0	7.4	5.6	13.0	-2.1	-8.6	5.4	-3.4	-2.2
CN(C)CCNS(=O)(=O)c1ccc(N2CCc3ccccc32)c([N+](=O)[O-])c1	1.6	4.4	10.8	2.5	-3.8	4.7	7.4	-1.5	0.1
COc1ccc(CN(C)CCCn2cnc3c(SC)ncnc32)cc1OC	-0.1	10.9	1.9	0.3	-8.6	-7.7	5.5	-2.2	-18.7
Fc1cccc(/C=N/NC(=S)Nc2ccccc2Cl)c1	-2.4	1.5	3.5	-0.3	-2.1	1.9	12.4	-1.2	3.4
CC(C)(C)c1ccc(OCCNC(=S)NC(=O)c2cccnc2)cc1	-2.6	1.4	0.9	1.3	-0.7	-5.4	12.4	-5.0	11.9
CC1=C(C(=O)N(C)C)C(c2ccc(N3CCOCC3)cc2)NC(=O)N1 (stereo unspecified)	0.6	5.9	8.4	0.4	-0.4	-7.2	3.4	0.6	-1.6
CC(=O)NCCCc1nc2ccccc2n1Cc1ccccc1C	3.3	8.2	13.6	1.6	-1.2	26.8*	0.2	1.8	-6.3
CCCn1c(=O)[nH]c(=O)c2c1nc(-c1cccs1)n2CCOC	-0.1	5.5	4.6	1.2	-0.2	-3.8	7.7	4.1	4.8
O=C(COc1ccc2ccc(=O)oc2c1)NC1CCCCC1	4.8	10.4	9.1	2.8	0.2	-3.6	-1.7	4.1	0.8
Cc1nc2ccccc2nc1OCC(=O)Nc1ccccc1	-1.2	11.2	-0.8	0.9	-2.5	2.2	-1.6	7.1	-20.6
O=C(NNc1cccc(Cl)n1)Nc1ccccc1Cl	-1.0	7.2	14.9	-0.7	-2.8	10.5	-6.5	5.7	-8.9
OC(Cc1ccncc1)c1ccccc1Cl (stereo unspecified)	-2.0	5.7	1.7	1.5	-2.5	-2.7	10.4	-2.2	-10.7
Cc1ccc2cc(F)ccc2n1	2.1	nt	0.3	0.1	nt	-0.5	3.7	-4.7	nt
Cn1c(NC(=O)c2ccc(Br)o2)cc(=O)n(C)c1=O	3.0	11.5	4.3	0.7	-2.3	-1.4	-1.0	2.4	-26.5
Cc1cccc(CSCc2ccc(C(=O)O)o2)c1	-1.0	9.6	0.8	1.3	-2.1	2.3	4.4	-2.2	-6.9
CC1(C)CC(=O)C(CC2=C(O)CC(C)(C)CC2=O)C(=O)C1	1.9	14.4	3.4	1.1	-0.6	4.0	-2.2	4.5	-17.0
COc1ccc(NCC(=O)N/N=C/c2cc([N+](=O)[O-])ccc2N2CCCC2)cc1	-0.6	-1.6	4.7	3.0	-8.7	-6.0	-5.3	3.3	-0.3
O=C(NC1(C(F)(F)F)N=C2SCCN2C1=O)c1cccnc1 (stereo unspecified)	-2.5	-2.9	13.0	0.1	-3.3	2.0	-9.6	3.7	4.9
Cc1ccc(S(=O)(=O)N2CCCCC2)cc1C(=O)N(C)CC(=O)Nc1ccc(Cl)c(C(F)(F)F)c1	-0.5	-6.5	5.2	16.3	2.6	7.4	14.9	-11.5	27.4
CC1(c2ccc(NC(=O)c3ccccc3F)cc2)CC1(Cl)Cl (stereo unspecified)	-8.9	-1.4	8.8	-0.3	-2.4	1.4	19.3	-11.9	-12.4
CC(=O)c1cc(OC(=O)c2ccncc2)ccc1OC(=O)c1ccncc1	-0.4	8.4	8.1	0.8	-3.2	8.4	-3.8	0.8	-12.5
O=C1OCCN1C(=O)[C@H]1[C@H](c2ccc(Cl)cc2)C(c2ccccc2)=NN1c1ccccc1	0.9	-13.4	4.1	0.4	-3.4	-5.2	0.5	-4.1	25.8*
CC(=O)c1ccc(NC(=O)CSc2nnc(-c3ccoc3C)n2Cc2ccccc2)cc1	-1.1	0.7	7.6	6.3	-3.6	2.6	-5.2	-4.0	-26.9
CSCCC(C(=O)N1C[C@]2(C)C[C@H]1CC(C)(C)C2)N1C(=O)c2ccccc2C1=O (stereo partly specified)	-8.5	0.5	5.0	-0.6	-0.4	5.4	1.1	-2.5	3.0
Cc1ccc(C(=O)Oc2cccnc2)cc1[N+](=O)[O-]	-0.1	-3.2	0.8	0.6	-4.2	0.8	8.5	-8.1	-6.0
CCOC(=O)C1=CCN(S(=O)(=O)c2ccc(Br)cc2)C1c1cccc(C)c1 (stereo unspecified)	-1.1	13.1	2.3	-1.1	2.9	-3.4	0.8	-2.5	-6.0
CN(Cc1ccccc1)C(=O)c1ccc(NC(=O)C2CCCN(C(=O)OC(C)(C)C)C2)cc1 (stereo unspecified)	8.7	-8.2	17.4	17.1	0.5	-3.7	9.9	-11.4	-3.7
COc1ccc(-n2nc3cc(C)c(NC(=O)c4cccnc4)cc3n2)cc1	-1.6	4.6	2.7	0.7	-2.2	14.8	3.4	0.9	-1.1
COC(=O)[C@]12CCCCC=C1N(CCc1ccc(OC)c(OC)c1)C(=O)[C@H](CC(=O)NCc1ccc(OC)c(OC)c1)C2	3.8	nt	5.5	16.0	nt	-0.2	1.3	-1.1	nt
COc1ccc(/C=C/C(=O)Nc2c(C)nn(C)c2C)cc1COc1ccc(Br)cc1	-2.4	3.2	14.5	-0.5	-6.3	4.8	4.2	-1.9	-6.2
CC(=O)N1N=C(c2ccc(Br)cc2)CC1c1cn(C)c2ccccc12 (stereo unspecified)	-7.1	-8.0	0.0	1.0	-8.0	-3.5	9.4	-13.7	3.8
O=C(O)c1ccccc1Sc1c([N+](=O)[O-])cc(C(F)(F)F)cc1[N+](=O)[O-]	-2.8	4.0	6.2	0.5	-5.1	8.1	-1.2	-5.8	0.6
O=C(Cc1cccs1)NCCCc1ccccc1	2.9	11.3	1.5	1.1	-4.2	5.4	15.2	3.3	-13.5
CC1=C(C(=O)N(C(C)C)C(C)C)CC(CC(=O)NCCCCc2ccccc2)C(=O)N1CCC1=CCCCC1 (stereo unspecified)	-4.4	-4.7	-0.5	-0.5	-6.3	-3.3	2.3	-0.6	-20.5
COc1ccc(CNCCC(c2ccccc2)c2ccc3c(c2)OCO3)cc1 (stereo unspecified)	11.4	-17.6	59.5*	29.4	-2.0	17.9	18.1	-13.8	22.8
O=C(N=Nc1c(O)[nH]c2ccccc12)c1cc(NS(=O)(=O)c2cccs2)cc(NS(=O)(=O)c2cccs2)c1	2.6	10.8	0.2	1.4	-2.3	-20.5	-3.1	4.3	-4.1
CC(CC(=O)Nc1ccc(F)cc1F)S(=O)(=O)c1ccc2c(c1)NC(=O)CO2 (stereo unspecified)	-2.4	10.2	3.4	1.7	-1.4	11.4	7.5	-2.3	-15.6
O=S(=O)(Nc1cccc(-c2cn3c(n2)SCC3)c1)c1ccc(F)cc1F	-1.3	12.7	1.3	4.3	-1.9	-13.6	9.6	-9.6	-8.4
COCCNC(=S)N1CCN(C)CC1	-2.4	3.4	0.2	0.8	-3.8	-3.9	-0.9	0.4	-7.1
O=C(CC1C(=O)NCCN1C(=O)Nc1ccccc1)Nc1cc(Cl)ccc1Cl (stereo unspecified)	-1.6	7.2	4.9	0.6	0.5	1.2	3.9	-1.5	-1.2
CC1=CC(=C(C#N)C#N)c2ccccc2N1C	-6.4	0.8	0.7	3.0	-6.4	-21.2	7.4	-7.0	-2.6
Cc1nc(C(=O)N2CCCC(Nc3ccc(C)c(C)c3)C2)cs1 (stereo unspecified)	-0.9	14.6	1.3	-0.5	2.6	5.5	2.2	11.6	-12.5
O=C(COC(=O)COc1ccccc1)NC1CCCc2ccccc21 (stereo unspecified)	-3.7	6.0	-1.6	-0.3	-6.4	-3.3	0.8	1.4	-4.7
CCOc1cc(C)nc(N2CCC(C(=O)Nc3ccccc3OCC)CC2)n1	-0.4	8.1	1.8	-0.9	-5.5	3.8	4.9	2.9	-4.4
O=C(Nc1ccc(S(=O)(=O)C(F)F)cc1)c1ccc2c(=O)n3c(nc2c1)CCC3	-3.7	8.0	1.7	1.6	-3.6	-13.9	-6.0	-4.6	0.5

One compound at a time, as listed above. Order of screens: CHRM5 agonist | M1 PAM | TAAR1 agonist | CHRM4 agonist | M1 ag | M4 antag | CHRM5 antagonist | M5 PAM | M1 antag
O=C(COC(=O)COc1ccccc1)NC1CCCc2ccccc21 (stereo unspecified) reads -3.7 | 6.0 | -1.6 | -0.3 | -6.4 | -3.3 | 0.8 | 1.4 | -4.7
Cc1nc(C(=O)N2CCCC(Nc3ccc(C)c(C)c3)C2)cs1 (stereo unspecified) reads -0.9 | 14.6 | 1.3 | -0.5 | 2.6 | 5.5 | 2.2 | 11.6 | -12.5
O=C(N=Nc1c(O)[nH]c2ccccc12)c1cc(NS(=O)(=O)c2cccs2)cc(NS(=O)(=O)c2cccs2)c1 reads 2.6 | 10.8 | 0.2 | 1.4 | -2.3 | -20.5 | -3.1 | 4.3 | -4.1

Compound activity (PubChem)

Only part of the results is shown; count on the stated rates, not on these rows.
